# MazEF act: activators of E. coli MazEF toxin-antitoxin RNase | FAM/BHQ RNA-DNA oligo cleavage fluorescence, 5 h | activation, % at 20 µM | hit rate 0.32% among 350,000; in the data active = activation above about 50%
# FBA Mtb inh: inhibits M. tuberculosis FBA enzyme; P9WQA3; purified M. tuberculosis FBA, fluorescence read-out; inhibition, % at 1 µM; hit rate 2.3% among 360,000; in the data active = inhibition above about 27%;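 note: 0% = vehicle and 100% = reference inhibitor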
# VHR inh abs: inhibitors of human VHR1 phosphatase (DUSP3); AID 1654; inhibition, % at 13.3 µM; recombinant VHR phosphatase, pNPP absorbance; hit rate 0.52% among 290,000; in the data active = inhibition above about 50%; note: some compounds called inactive have numbers as strong as hits
# Target sequence (P51452 whole entry, looked up): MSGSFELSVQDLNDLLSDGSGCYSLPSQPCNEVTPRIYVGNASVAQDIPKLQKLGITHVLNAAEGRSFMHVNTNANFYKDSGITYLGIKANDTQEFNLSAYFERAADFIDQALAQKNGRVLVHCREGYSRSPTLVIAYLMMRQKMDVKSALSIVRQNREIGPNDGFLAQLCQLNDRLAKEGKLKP
# FadD28 FP inh: M. tuberculosis FadD28 bisubstrate binding inhibition; FadD28 bisubstrate probe binding, fluorescence polarization; inhibition, % at 12.5 µM; hit rate 0.22% among 360,000; AID 588549; in the data active = inhibition above about 8.5%, passing the limit was not always enough; inconclusive = no clear call, values can overlap the other calls
# GDH-TPI inh: counter-screen for M. tuberculosis FBA inhibitors: GDH-TPI coupled enzymes; GDH-TPI coupled enzyme counterscreen, NADH absorbance; inhibition, % at 4.8 µM; hit rate 1.2% among 360,000;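 note: 0% = DMSO wells and 100% = wells lacking the enzyme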
# CCHF vOTU inh: blocks the CCHF virus ovarian tumor domain protease; CCHFV vOTU protease, Pep-AMC fluorescence; hit rate 0.55% among 370,000; inhibition, % at 11.5 µM; note: 0% = vehicle wells with enzyme and 100% = no enzyme wells
# Mtb BioA inh: blocks M. tuberculosis BioA enzyme activity | hit rate 0.096% among 360,000 | inhibition, % at 9.99 µM | purified M. tuberculosis BioA enzyme, plate reader | AID 602481; in the data active = inhibition above about 40%; inconclusive = no clear call, values can overlap the other calls
# BoNT F protease: blocks Botulinum neurotoxin F light chain protease; Multiplex microsphere protease cleavage assay, flow cytometry; hit rate 0.22% among 360,000; AID 588497; inhibition, % at 10 µM; in the data active = inhibition above about 35%, passing the limit was not always enough; inconclusive = no clear call, values can overlap the other calls; note: plate controls were buffer without enzyme for full effect and enzyme alone for no effect
# Rv3671c inh: inhibitors of M. tuberculosis serine protease Rv3671c. P9WHR9. inhibition, % at 5.96 µM. hit rate 0.048% among 320,000. AID 2606; in the data active = inhibition above about 38%;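 note: extracellular domain of Rv3671c used as enzyme; 0% = enzyme with DMSO and 100% = no enzyme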
# Target sequence (P9WHR9 whole entry, looked up, the tested form may be a part): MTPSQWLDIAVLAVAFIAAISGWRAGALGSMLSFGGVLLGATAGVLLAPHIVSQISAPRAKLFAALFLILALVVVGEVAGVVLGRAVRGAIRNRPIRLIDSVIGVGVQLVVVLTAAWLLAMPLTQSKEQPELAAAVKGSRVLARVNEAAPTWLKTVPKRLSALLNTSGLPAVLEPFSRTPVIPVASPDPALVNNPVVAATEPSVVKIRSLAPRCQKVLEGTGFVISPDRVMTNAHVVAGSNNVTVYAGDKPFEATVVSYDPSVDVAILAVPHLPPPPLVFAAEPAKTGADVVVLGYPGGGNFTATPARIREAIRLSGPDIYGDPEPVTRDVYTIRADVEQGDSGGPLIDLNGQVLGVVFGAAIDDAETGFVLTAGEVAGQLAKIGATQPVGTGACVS
# UGM FP inh: Mtb UDP-galactopyranose mutase inhibition; purified UGM, fluorescence polarization probe displacement; inhibition, % at 10 µM; hit rate 0.06% among 320,000; AID 504406; in the data active = inhibition above about 10%, passing the limit was not always enough; inconclusive = no clear call, values can overlap the other calls
# Target sequence (P9WIQ1 whole entry, looked up): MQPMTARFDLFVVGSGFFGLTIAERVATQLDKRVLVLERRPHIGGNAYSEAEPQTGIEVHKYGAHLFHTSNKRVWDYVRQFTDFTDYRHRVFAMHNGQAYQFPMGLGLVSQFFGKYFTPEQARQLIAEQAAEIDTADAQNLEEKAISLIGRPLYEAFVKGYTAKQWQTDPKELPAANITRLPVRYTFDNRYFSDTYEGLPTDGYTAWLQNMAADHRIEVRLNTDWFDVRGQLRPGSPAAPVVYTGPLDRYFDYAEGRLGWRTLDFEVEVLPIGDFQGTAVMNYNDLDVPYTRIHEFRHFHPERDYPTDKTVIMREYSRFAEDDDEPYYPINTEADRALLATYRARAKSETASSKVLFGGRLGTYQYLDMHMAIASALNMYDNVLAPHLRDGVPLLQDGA
# Active calls of the source: *; ? = inconclusive; nt = not tested or not shown; & = joins results of further samples. Cut-off read from the data, not from the text of the source, unless noted: active = inhibition above about 30%; inactive = the rest.
SMILES,MazEF act,FBA Mtb inh,VHR inh abs,FadD28 FP inh,GDH-TPI inh,CCHF vOTU inh,Mtb BioA inh,BoNT F protease,Rv3671c inh,UGM FP inh
C#CCNC(=O)C1=C[C@H](c2ccc3c(c2)OCO3)[C@@H](CCCO)[C@H](OCC)O1,3,1,14,-4.2,-7,5,-0.8&-0.1,-2,-6,-0.7
CC1=CS/C(=C(/C#N)C(=O)N2CCCCC2)N1c1ccccc1,6,-2,18,0.7,45*,11,0.1,2,-2,1.9
O=C(NCCCCc1ccccc1)Nc1cccc(F)c1,0,3,36,-0.4,-2,4,4.2,-11,-11,2.6
COc1ccc(/C(O)=C2/C(=O)C(=O)N(CCN(C)C)C2c2ccc(C)cc2)cc1Cl (configuration not stated),4,4,10,-4.8,16,-5,1.3,20,-3,1.1
O=C(NC1(C(F)(F)F)C(=O)Nc2c1c(=O)[nH]c(=O)n2-c1ccccc1)c1ccncc1 (configuration not stated),4,-1,nt,0.6,14,0,nt,-16,4,0.2
O=C(Cn1cc(C(=O)COc2ccccc2)c2ccccc21)NCc1ccco1,17,0,0,-7.0,-1,6,1.9,4,-19,0.7
Cc1ccc(NC(=O)Nc2ccc3c(c2)CCC3)cc1,0,-1,23,0.1,-6,1,-0.6,0,-3,1.0
CCCCCCN(C(=O)CCCCCN1C(=O)NC(c2ccc(-c3ccccc3)cc2)C(C(=O)OCc2ccccc2)=C1C)C(C)C(=O)NCCCC (configuration not stated),nt,nt,-7,nt,nt,14,nt,nt,-9,1.1
COc1ccc(NC(=S)NN2C(C)CCCC2C)cc1 (configuration not stated),-3,-1,18,-2.0,1,-19,-1.5,-4,-6,2.6
N#Cc1ccc(Cn2c(=O)oc3ccccc32)cc1,1,1,11,-2.5,1,4,-1.9,-2,-3,-3.1
Cc1nc2ccccc2c(=O)n1CCCN1CCOCC1,5,0,13,0.3,-4,-10,nt,-9,4,3.5
C=CCNc1nc2cc(-c3ccccc3OC)sc2c(=O)n1C,nt,6,nt,-8.0,11,3,0.9,3,nt,nt
C=CCNC(=O)c1onc(CSc2cc(C)ccc2C)c1C(=O)O,-2,-2,0,0.0,8,3,0.0,7,-5,0.9
CC(C)CC(=O)NC(NC(=S)Nc1cccc2cccnc12)C(Cl)(Cl)Cl (configuration not stated),-25,1,24,-6.7,0,4,-0.6,-1,-9,2.1
CC(=O)Nc1ccc(NC(=O)COC(=O)c2ccco2)cc1,1,1,18,-0.1,0,-1,nt,-3,0,1.9
CCOc1ccccc1N(C(=O)CNC(=O)c1ccco1)C(C(=O)NC1CCCC1)c1cccnc1 (configuration not stated),3,4,3,-1.9,2,6,-0.5,4,1,1.3
CN(C)c1ccc(C(=O)NNC(=O)Nc2ccccc2)cc1,-9,-4,17,-2.4,6,19,nt,-10,-5,0.4
COc1ccc(CNC(=O)CCn2nc(C)c3c(C)n(-c4ccccc4)nc3c2=O)c(OC)c1,-1,-5,13,-2.3,-17,11,-0.9,4,-2,-0.2
O=C(COc1ccccc1)N(Cc1cccc(F)c1)C1CCS(=O)(=O)C1 (configuration not stated),-44,1,-9,-2.1,-1,-8,-0.8,nt,-2,-1.2
CCc1ccc(CCC(=O)Nc2ccc(C(C)=O)cc2)o1,3,3,4,0.8,8,10,0.5,-16,-9,-0.9

# A draw from above in order of number of heavy atoms, highest first:
SMILES,MazEF act,FBA Mtb inh,VHR inh abs,FadD28 FP inh,GDH-TPI inh,CCHF vOTU inh,Mtb BioA inh,BoNT F protease,Rv3671c inh,UGM FP inh
CCOc1ccccc1N(C(=O)CNC(=O)c1ccco1)C(C(=O)NC1CCCC1)c1cccnc1 (configuration not stated),3,4,3,-1.9,2,6,-0.5,4,1,1.3
COc1ccc(CNC(=O)CCn2nc(C)c3c(C)n(-c4ccccc4)nc3c2=O)c(OC)c1,-1,-5,13,-2.3,-17,11,-0.9,4,-2,-0.2
O=C(COc1ccccc1)N(Cc1cccc(F)c1)C1CCS(=O)(=O)C1 (configuration not stated),-44,1,-9,-2.1,-1,-8,-0.8,nt,-2,-1.2
C=CCNc1nc2cc(-c3ccccc3OC)sc2c(=O)n1C,nt,6,nt,-8.0,11,3,0.9,3,nt,nt
CC(=O)Nc1ccc(NC(=O)COC(=O)c2ccco2)cc1,1,1,18,-0.1,0,-1,nt,-3,0,1.9
CCc1ccc(CCC(=O)Nc2ccc(C(C)=O)cc2)o1,3,3,4,0.8,8,10,0.5,-16,-9,-0.9

# More compounds:
SMILES,MazEF act,FBA Mtb inh,VHR inh abs,FadD28 FP inh,GDH-TPI inh,CCHF vOTU inh,Mtb BioA inh,BoNT F protease,Rv3671c inh,UGM FP inh
CC(=O)Oc1cc(O)c2c(c1)OC(c1ccc(OC(C)=O)c(OC(C)=O)c1)C(OC(C)=O)C2=O (configuration not stated),-2,7,15,-2.3,28,1,-1.3,-22,0,2.2
N=c1sccn1CC(=O)NC(c1ccccc1)c1ccccc1,8,6,-8,-2.5,18,9,nt,-2,-3,2.3
COc1ccccc1CN1CC(C(=O)NC2(c3ccccc3)CC2)CCC1=O (configuration not stated),2,-1,23,0.3,3,-3,0.2,2,0,0.2
Cn1ccsc1=NC(=O)c1ccc(S(C)(=O)=O)cc1,9,-3,2,-3.4,11,0,2.3,-2,7,-2.1
CC(=O)Nc1ccc(NC(=O)C(C)OC(=O)CCCc2c[nH]c3ccccc23)cc1 (configuration not stated),7,6,nt,-2.3,7,-2,1.9,0,5,2.8
CN(C)CCNc1nc(-c2ccco2)c2c(c1C#N)CC(C)(C)OC2,9,19,8,-2.0,-6,-26,-0.2,-1,7,0.7
COc1ccc2c(c1)cc1c(=O)n(CC(=O)NC(C)CCc3ccccc3)nc(C)n12 (configuration not stated),-14,5,84,-0.5,4,-16,-0.5,1,-6,-1.6
O=[N+]([O-])c1cccc(/C=N/n2cnnc2)c1O,-1,-10,-8,0.0,10,7,nt,-12,-3,2.7
COCCSc1nc(N)c(NC(=O)c2ccco2)c(=O)[nH]1,9,3,-2,-0.5,1,28,-0.5,3,-2,-1.7
CCOC(=O)c1cc(-c2ccccc2)nc2c(O)cccc12,-8,4,nt,-2.1,11,2,nt,-9,nt,nt
O=S(=O)(/N=C(/Nc1cccc2ccccc12)c1ccccc1)c1ccc(F)cc1,-1,3,-14,-1.9,3,13,0.1,-4,-12,0.0
Cn1c(O)c(C=NCc2cccs2)c(=O)n(C)c1=O,4,0,19,-2.2,2,6,-2.2,-1,5,-0.1
CCCCNS(=O)(=O)c1ccc2nc(SCC(N)=O)[nH]c2c1,-4,-2,21,0.1,0,13,0.0,-6,0,-0.7
CCOCCCNC(=O)C1(O)c2cc(Br)ccc2NC(=O)N1c1cccc(OC)c1 (configuration not stated),4,-1,16,-1.3,-12,-11,0.3,-7,-2,0.8
COc1ccc(C(C(=O)NC2CCCC2)N2CCc3ccccc32)cc1 (configuration not stated),10,0,19,-2.6,10,-1,1.0,nt,0,2.3
CSc1ccccc1C(=O)Nc1cc2c(cc1C(=O)O)OCCCO2,5,-6,-20,-4.1,-3,0,0.5,-19,-4,1.5
O=[N+]([O-])c1ccc(OC/C=C2\Oc3ccc([N+](=O)[O-])cc3C2N2CCOCC2)cc1 (configuration not stated),-4,-1,24,-0.8,28,8,-0.3,1,-5,-0.2
Cc1c(NCc2cc(Cl)cc(Cl)c2O)c(=O)n(-c2ccccc2)n1C,8,4,24,-5.1,-3,4,-2.4,-2,7,0.1
O=C(CSc1cn(Cc2cccc(F)c2)c2ccccc12)NCc1ccc(F)cc1,-3,-1,8,-2.8,3,9,-0.4,2,-1,-2.1
COc1ccc(C(=O)Cn2c(=O)oc3ccc(C)cc32)cc1,-4,-1,16,?,-4,2,0.1,-7,-6,1.0
CS(=O)(=O)c1ccc(N2CCN(c3ccccn3)CC2)c([N+](=O)[O-])c1,1,2,26,1.2,4,12,22,-10,6,-1.8
COc1cc(/C=N/NC(=O)c2ccc(CSc3nc4ccccc4[nH]3)cc2)ccc1O,11,1,14,-5.7,23,16,nt,0,-21,0.6
C/C(=N\NC(=O)c1ccc(=O)[nH]n1)c1cccnc1,-4,5,-1,-1.6,10,-8,nt,-12,2,-2.1
Cc1ccc2c(Cl)c(C(=O)NCCCN3CCOCC3)sc2c1,9,-2,nt,-2.7,3,-5,nt,-2,nt,nt
COc1ccc(S(=O)(=O)N2CCC3(CC2)OCCN3S(=O)(=O)c2cccs2)cc1OC,5,2,nt,-1.5,4,10,nt,-85,-3,2.6
COc1ccccc1Oc1ccc(S(=O)(=O)N2CCCC2)cc1,-4,-1,-16,-1.3,6,nt,nt,3,-2,-0.9
COC(=O)c1sccc1NC(=O)Nc1ccccc1Cl,6,-2,19,-4.5,-3,-9,-1.6,0,nt,-0.2
COc1ccc(S(=O)(=O)NN(C)C)cc1N(C)S(=O)(=O)c1ccc(Cl)cc1,6,2,-8,-0.8,2,-15,-0.7,9,-8,-0.2
COc1ccccc1CN(C)C(=O)c1cnc(C)cn1,12,1,16,-4.2,-2,17,-0.6,-19,-7,-2.8
CCOc1ccc2ccccc2c1/C=N/NC(=O)c1ccc(C)nc1,14,0,16,0.4,16,17,-1.3,12,8,0.5
O=C(O)c1cccc(NS(=O)(=O)c2ccc3c(c2)C(=O)c2ccccc2C3=O)c1,8,6,12,2.1,16,10,nt,5,4,2.6
CCCCNc1nccnc1-c1cccc(C=O)c1,nt,24,nt,0.0,14,-18,7.5,-1,nt,nt
CC(=O)NC(Cc1ccccc1)C(=O)NC(Cc1ccccc1)C(=O)O (configuration not stated),2,4,11,-3.1,-5,-15,nt,?,-9,0.2
OC(CNCC1CCCO1)COc1ccc(OCC(O)CNCC2CCCO2)cc1 (configuration not stated),160*,6,0,-2.5,-11,nt,-1.2,-9,-7,-3.0
COc1cc(Cl)c(C)cc1NC(=O)CN1CCN(C(=O)c2cccs2)CC1,-1,2,nt,-1.4,-1,13,2.2,-2,nt,nt
Cc1ccc(C(=O)Nc2ccc3nccnc3c2)cc1,9,37*,48,-1.4,12,-39,-0.4,-5,1,-1.2
CCOC(=O)C1(Cc2cccc(OC)c2)CCN(Cc2ccc(OC)c(OC)c2)CC1,10,5,10,-1.8,2,-9,3.4,-1,7,-1.5
O=C(Cc1ccc(F)cc1)Nc1nnc(SCC(=O)N2CCCCC2)s1,5,0,30,2.0,-1,-10,nt,-3,0,0.5
Cc1ccc(-c2nnn(CC(=O)N(c3ccccc3)C(C(=O)NC3CCCC3)c3ccncc3)n2)o1 (configuration not stated),2,2,-5,-2.5,2,-1,1.0,-7,4,-0.8
Cc1ccc(C2c3c(oc4cc(C)c(C)cc4c3=O)C(=O)N2CCCN2CCOCC2)cc1 (configuration not stated),17,-1,9,-3.6,2,4,1.8,-10,5,-0.7
O=C(NCC1CCCO1)c1cccc(S(=O)(=O)Nc2cccc(C(F)(F)F)c2)c1 (configuration not stated),0,1,nt,-0.3,6,11,-1.5,4,-1,4.9
CSc1ccccc1NC(=O)CSc1nnc(COc2ccccc2)o1,9,0,-8,-3.1,-4,-5,nt,-30,0,-0.5
COc1ccc(CCNC(=O)C2CCN(S(=O)(=O)c3ccc4c(c3)oc(=O)n4C)CC2)cc1OC,6,3,13,-3.4,10,-8,-0.7,2,4,1.5
NC(=O)c1sc2nc3c(c(-c4cccs4)c2c1N)CCCCC3,-1,7,7,0.3,0,-5,0.0,-57,2,3.5
Cc1nn(CC(=O)Nc2ccccc2C(F)(F)F)c(=O)c2cccn12,5,4,-7,-2.2,2,0,-0.7,2,1,2.4
O=C(NCc1cccnc1)C1CCN(S(=O)(=O)c2cccnc2)CC1,2,0,-6,-2.4,-14,-3,0.1,6,6,0.2
Cc1ccc(N2C(=O)[C@@H]3[C@H](C2=O)[C@H]2C=CC=NN2[C@@H]3C(=O)Nc2ccccc2)cc1,1,-3,20,-1.6,-10,-9,nt,?,-1,-2.1
CCOc1ccc(OCC)c(NC(=O)CN2CCC(NC(=O)c3cccc(F)c3)CC2)c1,4,0,-5,-4.1,-6,-4,4.9,-4,0,1.0
Cc1ccccc1C(=O)N1CCC(C(=O)OCC(=O)Nc2cccc([N+](=O)[O-])c2C)CC1,-15,4,nt,-1.6,7,3,nt,-2,7,nt

# Bioassay records as filed in PubChem BioAssay.

# Rows are unselected, and some 4.9% of all compounds hit somewhere here.
